# Assay outcomes (PubChem BioAssay)
# hIAP activ – human IAP activators, primary screen, biochemical, luminescence, uHTS | 330,000 tested, 0.16% active | purified human IAP, CDP-Star luminescence, 30 min; active compounds read high; 1 = vehicle-only enzyme, 0 = enzyme-free background | Intestinal-type alkaline phosphatase (Homo sapiens), P09923 | activation factor at 10 µM;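 active = activation factor of the enzyme at least 2-fold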; also: the source names both 10 and 20 µM as test concentration; values of inactives mirror those of a sister screen read the other way
# Target sequence (P09923 whole entry, looked up): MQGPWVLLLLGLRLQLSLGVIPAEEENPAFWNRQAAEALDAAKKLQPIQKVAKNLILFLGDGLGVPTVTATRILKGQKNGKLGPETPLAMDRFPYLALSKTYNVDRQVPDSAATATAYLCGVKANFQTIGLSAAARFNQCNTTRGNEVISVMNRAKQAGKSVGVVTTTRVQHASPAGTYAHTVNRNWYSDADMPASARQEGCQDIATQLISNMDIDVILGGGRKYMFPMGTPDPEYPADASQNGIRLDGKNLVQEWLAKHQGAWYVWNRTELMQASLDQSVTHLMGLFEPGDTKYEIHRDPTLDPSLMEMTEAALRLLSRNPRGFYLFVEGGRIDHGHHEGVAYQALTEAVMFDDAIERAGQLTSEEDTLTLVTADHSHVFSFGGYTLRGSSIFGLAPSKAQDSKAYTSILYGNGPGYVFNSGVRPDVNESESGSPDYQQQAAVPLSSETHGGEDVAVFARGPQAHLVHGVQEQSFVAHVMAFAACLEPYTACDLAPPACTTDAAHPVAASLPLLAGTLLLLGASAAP
# mIAP inh – inhibitors of mouse IAP, primary screen, biochemical, luminescence, uHTS | intestinal alkaline phosphatase [Mus musculus] | purified mouse IAP, CDP-Star luminescence, 30 min | 330,000 tested, 0.2% active | inhibition, % at 10 µM;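 active = inhibition of at least 40% at 10 µM in the primary screen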;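 also: plate controls were DMSO with enzyme for no effect and no enzyme wells for full effect; values of inactives mirror those of a sister screen read the other way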
# ATG4B inhibitor – ATG4B protease inhibitors, primary screen, biochemical, fluorescence, uHTS. Cysteine protease ATG4B (Homo sapiens), Q9Y4P1. ATG4B cleavage of LC3-PLA2, NBD-HPC fluorescence, 1 h. inhibition, % at 8.33 µM. 340,000 tested, 0.51% active. AID 504462, 2011; in the data active = inhibition above about 40%
# hIAP inh – human IAP inhibitors, primary screen, biochemical, luminescence, uHTS | 330,000 tested, 0.12% active | inhibition, % at 10 µM | purified IAP, CDP-Star luminescence, 30 min | AID 2544, 2010;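 active = inhibition reaching a set limit with compound at 10 µM in the primary screen, cut at about 35% in these data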;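 also: plate controls were DMSO wells with enzyme for no effect and no-enzyme buffer wells for full effect; values of inactives mirror those of a sister screen read the other way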
# beta cell repl – inducers of MIN6 beta-cell proliferation, primary screen, ATP luminescence, uHTS; MIN6 cells proliferation, ATPlite luminescence, 48 h; cells starved in 0.2% serum; 100% = growth in 10% serum; proliferation, % at 10 µM; 330,000 tested, 0.29% active; AID 2380, 2010;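 active = compounds whose signal lies at least 3.5 SD above the mean of all wells on their plate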;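 also: 0% = DMSO-treated cells in low-serum medium and 100% = 10% serum control; some compounds called inactive have numbers as strong as hits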
# mIAP act – activators of mouse IAP, primary screen, biochemical, luminescence, uHTS; intestinal alkaline phosphatase [Mus musculus]; muIAP, CDP-Star luminescence, 30 min; active compounds read high; 1 = vehicle-only enzyme signal, 0 = enzyme-free wells; activation factor at 10 µM; 330,000 tested, 0.24% active; AID 2805, 2010;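 active = activation factor of at least 2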; also: the source names both 10 and 20 µM as test concentration; values of inactives mirror those of a sister screen read the other way
#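 System: mouse IAP enzyme. Reagent: CDP-Star chemiluminescent phosphatase substrate. Benchmarks: DMSO wells, no-enzyme wells. Times: 30 min enzyme-substrate-compound incubation at room temperature. Detection: luminescence from enzymatic CDP-Star hydrolysis. Doses: test compounds delivered from DMSO solution.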
# MPTP inh – mitochondrial permeability transition pore inhibitors, primary screen, biochemical, isolated mouse mitochondria, absorbance. inhibition, % at 10 µM. 360,000 tested, 1.4% active. Ca2+ swelling absorbance, 30 min;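 active = inhibition of 50% or more, scaled per plate between neutral and stimulator controls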;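 also: 0% = DMSO wells given calcium and 100% = 1 mM EGTA wells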
# A3A deaminase – APOBEC3A ssDNA deaminase inhibitors, primary screen, selectivity assay for APOBEC3G inhibitor project, biochemical, FAM/TAMRA oligo cleavage fluorescence; DNA dC->dU-editing enzyme APOBEC-3A (Homo sapiens), P31941; AID 493011, 2011; inhibition, % at 20 µM; 330,000 tested, 0.41% active; recombinant A3A, FAM/TAMRA ssDNA deamination fluorescence;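 active = at least 40% inhibition at 20 µM here, with at most 30% in a related deaminase screen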;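 also: plate controls were A3A with DMSO for no effect and wells lacking A3A enzyme for full effect; some results filed as inactive read as strong as hits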
# Target sequence (P31941 whole entry, looked up): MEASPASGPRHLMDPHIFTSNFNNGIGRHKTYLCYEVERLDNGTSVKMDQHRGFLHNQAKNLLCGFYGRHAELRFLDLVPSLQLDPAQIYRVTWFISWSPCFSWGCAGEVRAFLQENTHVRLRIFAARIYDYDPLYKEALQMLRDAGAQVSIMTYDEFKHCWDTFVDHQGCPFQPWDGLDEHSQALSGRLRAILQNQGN
# A3G deaminase – APOBEC3G DNA deaminase inhibitors, primary screen, biochemical, fluorescence, single-stranded DNA substrate, uHTS; inhibition, % at 20 µM; recombinant A3G, ssDNA deamination FAM/TAMRA fluorescence; 330,000 tested, 0.28% active;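 active = inhibition of at least 40% at 20 µM, with no more than 30% in the related APOBEC3A deaminase screen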;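 also: plate controls were DMSO wells with A3G for no effect and wells lacking A3G enzyme for full effect; some compounds called inactive have numbers as strong as hits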
# * marks the source's active call; other numbers are inactive results. Outcome played no part in choosing rows; overall some 3.3% were active at least once.
SMILES,hIAP activ,mIAP inh,ATG4B inhibitor,hIAP inh,beta cell repl,mIAP act,MPTP inh,A3A deaminase,A3G deaminase
O=C(O)c1cc([N+](=O)[O-])ccc1Nc1ccccc1,0.85,10,-1,15,-4,0.9,3.8,3,0
Cc1nn(CC(=O)NCCCN2CCCCC2C)c(=O)c2cccn12 (stereo not given),0.98,-3,3,2,1,1,0.6,-4,-8
COc1ccc(C(=O)CC(=O)c2ccccc2O)cc1,1.2,0,3,-21,-3,1,-3.1,21,-3
COCCC(=O)N1CCC(Oc2ccc(C(=O)NCCSC)cc2)CC1,1.1,3,-1,-11,0,0.97,0.2,0,-7
CCC(Cc1ccccc1)NC(=O)C1CCN(c2nn3c(=O)cc(C)nc3s2)CC1 (stereo not given),0.87,0,-4,13,3,1,-0.8,-7,-8
CC(Sc1nc2ccccc2s1)C(=O)Nc1nnc(C(C)C)s1 (stereo not given),0.86,-7,-4,14,3,1.1,-0.3,-6,-8
CC(C)(C)OC(=O)C[C@H]1C/C=C\C[C@@H](CC(=O)N(CCO)Cc2ccccc2)C(=O)N[C@@H](Cc2ccccc2)COC1=O,0.85,-6,-12,15,-2,1.1,-0.3,2,-4
Nc1nccnc1C(=O)OCC(=O)NCCc1ccc(Cl)cc1,1.2,-2,-8,-15,1,1,-0.8,2,-10
O=C(NCc1nnc2c(C(F)(F)F)cc(Cl)cn12)c1ccc2c(c1)OCO2,0.94,-2,5,6,-2,1,1.5,1,4
CCN(C(=O)COC(=O)c1c(-c2ccccc2)noc1C)C1CCS(=O)(=O)C1 (stereo not given),0.95,1,-8,5,2,0.99,0.9,-1,-1
O=C(Nc1ccccc1)OCCOc1ccccc1Br,1.2,-5,23,-25,0,1.1,1.6,-1,0
CN1CCN(/N=C/c2c3ccccc3c(Cl)c3ccccc23)CC1,1.1,-11,7,-11,-6,1.1,91*,-6,-8
Cc1ccn2cc(-c3nonc3C)cc2c1,0.88,10,-9,12,-2,0.9,0.3,-2,-4
COc1ccc2cc(C(c3nnnn3Cc3ccccc3)N3CCCCCC3)c(=O)[nH]c2c1 (stereo not given),1.3,5,-10,-32,0,0.95,0.0,-1,-7
O=C(CSc1nn(-c2ccccc2)c(=S)s1)NC1CCS(=O)(=O)C1 (stereo not given),0.97,2,3,3,1,0.98,-1.2,2,-3
COc1ccccc1S(=O)(=O)c1c(C)cc(C)[nH]c1=O,0.88,1,-6,12,-2,0.99,-0.9,-5,-8
NC(=S)Nc1ccc2c(c1)OCO2,0.92,-3,-9,8,-2,1,0.7,-1,-5
COc1ccc(C(=O)N(C)c2c(C)n(C)n(-c3ccccc3)c2=O)cc1OC,1.1,3,-4,-5,-1,0.97,-0.9,2,-5
Cc1ccc(C(=O)NCCCNC(=O)COc2ccc(Cl)c(C)c2)cn1,0.92,-8,-1,8,0,1.1,0.3,-2,-10
CCCCCCOC(=O)c1ccccc1NC(=O)/C=C/C(=O)O,1.2,-13,3,-20,-5,1.1,0.8,-5,-7
Oc1ccc2[nH]cnc2c1CN1CCCCC1,1.1,4,-5,-7,-1,0.95,0.9,-2,-1
Cc1cc(NS(=O)(=O)c2ccc(NC(=O)c3cnc4scc(C)n4c3=O)cc2)nc(C)n1,0.98,-7,-5,2,-2,1.1,-1.3,3,17
CN(C)C(=O)c1c(NC(=O)c2ccco2)sc2c1CCCCC2,1,5,-5,-4,-3,0.95,-2.9,-10,-4
COc1ccccc1N1CCN(c2ccc(Cl)nn2)CC1,0.97,1,0,3,-4,0.99,-0.4,4,-5
COc1ccc(CSc2ncn[nH]2)cc1[N+](=O)[O-],0.91,18,-5,9,0,0.82,-0.2,-2,-5

# (next part)
SMILES,hIAP activ,mIAP inh,ATG4B inhibitor,hIAP inh,beta cell repl,mIAP act,MPTP inh,A3A deaminase,A3G deaminase
Cc1ccc(S(=O)(=O)/N=C(/c2ccccc2)N(C)C)c(C)c1,1.2,-9,-9,-17,-2,1.1,-0.9,-5,-10
Clc1ccc(Oc2nc(N3CCOCC3)nc(N3CCOCC3)n2)cc1,1.1,10,4,-9,-5,0.91,-4.4,-3,-5
O=C(COc1ccc2ccccc2c1)NNC(=O)C(=O)Nc1ccccc1,1.6,16,3,-64,-3,0.84,5.8,0,-5
COc1ccc(C)cc1NC(=O)CN1CCN(S(=O)(=O)c2ccc(Cl)cc2)CC1,0.98,3,-25,2,-4,0.97,0.8,-2,-8
Brc1ccc(CNCC2CCCO2)cc1 (stereo not given),1,9,2,-1,-5,0.91,-0.3,9,2
Cc1ccc(C(=O)NCCN2CCOCC2)cc1Cl,1.5,-6,-4,-46,-2,1.1,-0.7,-5,4
O=C(Nc1ccc(S(=O)(=O)N2CCOCC2)cc1)c1ccc([N+](=O)[O-])o1,1.2,0,-8,-17,-6,1,2.5,-1,-6
Cc1c(NC(=O)C(C)n2cc([N+](=O)[O-])cn2)c(=O)n(-c2ccccc2)n1C (stereo not given),0.99,-14,-11,1,-1,1.1,0.1,-3,-1
O=C(COc1cccnc1[N+](=O)[O-])Nc1ccc(S(=O)(=O)N2CCOCC2)cc1,0.97,-1,-6,3,1,1,-3.1,2,-10
COC(=O)C(C(=O)OC)=C(/C=C/C=C/N(C)C)N(C)C,0.89,2,0,12,-1,0.98,0.7,0,-1
CCC1(c2ccc(Cl)cc2)NC(=S)N(c2ccc(C)c(C)c2)N1 (stereo not given),1.1,-5,4,-10,-4,1.1,10,-2,14
CSc1sc(C)cc1C1C(C#N)=C(N)N(c2cccnc2)C2=C1C(=O)CC(C)(C)C2 (stereo not given),0.81,14,-3,19,3,0.86,1.9,-5,-6
CCCCn1c(SCC(=O)Nc2nnc(CC)s2)nc2c1c(=O)n(C)c(=O)n2C,0.89,3,-3,11,-5,0.97,0.8,0,-7
Cc1cc(C)c2c(N)c(C(=O)c3ccccc3)oc2n1,1.1,2,-4,-5,5,0.98,0.1,4,1
Cc1ccc(OCC(=O)NNC(=O)CSc2ncc(C#N)c(N)n2)cc1,1.2,12,5,-15,0,0.88,1.3,-3,-5
CCc1noc(C)c1C(=O)N1CCN(c2cccc(C)c2C)CC1,0.9,-6,-5,10,-1,1.1,-0.4,7,-9
CCC/C(O)=C1\C(=O)CC(c2ccccc2)CC1=NC (stereo not given),0.97,0,-11,3,-1,1,-0.1,0,-5
O=C(NC(=S)Nc1ccccc1[N+](=O)[O-])c1ccco1,1,5,-2,-2,0,0.95,-0.1,-4,-5
CC1=C(C(=O)NC2CCC(C)CC2)C2(CCC(C)CC2)OC1=O (stereo not given),0.85,-5,-4,15,1,1,0.2,-1,1
O=C(Cc1nnc(NC(=O)c2ccccc2)s1)N/N=C/c1ccco1,1,30,4,-4,3,0.7,0.0,-1,-4
Cc1cc(NC(=O)CCc2ccc(-c3ccccc3)o2)no1,1.1,0,2,-5,0,1,0.8,2,-2
CCCCN(C(=O)CSc1nnc(Nc2ccc(C)c(C)c2)s1)c1c(N)n(Cc2ccccc2)c(=O)[nH]c1=O,1,-15,4,-2,-4,1.1,0.5,-5,-10
O=C(NCCCN1CCCC1)c1cccc(N2CCCC2=O)c1,1.1,0,-12,-9,2,1,0.2,-3,-4
CCN(C(=O)c1cnc(NC(C)C)cc1C(F)(F)F)c1ccc(Cl)cc1Cl,1.3,-18,5,-29,-2,1.2,6.4,-3,-2
O=C(Nc1ccccc1)Nc1nc(-c2ccc(Cl)cc2)cs1,0.98,-87,4,2,-1,1.9,35,-4,-6

# Brought forward from above: 2 compounds; new compounds follow.
SMILES,hIAP activ,mIAP inh,ATG4B inhibitor,hIAP inh,beta cell repl,mIAP act,MPTP inh,A3A deaminase,A3G deaminase
CCN(C(=O)c1cnc(NC(C)C)cc1C(F)(F)F)c1ccc(Cl)cc1Cl,1.3,-18,5,-29,-2,1.2,6.4,-3,-2
O=C(Nc1ccccc1)Nc1nc(-c2ccc(Cl)cc2)cs1,0.98,-87,4,2,-1,1.9,35,-4,-6
CCCCNCCOCCOc1ccccc1-c1ccccc1,1,-2,5,-4,-5,1,83*,5,2
C=CCNC(=S)NNC(=O)c1ccc(=O)n(Cc2ccc(Cl)cc2Cl)c1,1.5,10,0,-55,-2,0.9,1.1,-3,-4
COc1ccc(NC(=O)COc2ccc3c(C)cc(=O)oc3c2)cc1S(=O)(=O)N1CCCCC1,1.1,0,-2,-7,1,1,0.6,33,-3
CC(NC(=O)c1ccccc1F)c1nnc(SCC(=O)N2CCN(c3ccccc3)CC2)n1C (stereo not given),0.87,-2,-2,13,-1,1,0.1,0,-9
CC1CCCCC1NC(=O)COC(=O)c1ccc2c(c1Cl)C(=O)c1ccccc1C2=O (stereo not given),0.93,8,-3,7,-5,0.92,2.4,5,0
CCN(c1cccc(C)c1)S(=O)(=O)c1cccc(C(=O)O)c1,1.1,-18,6,-9,0,1.2,6.8,-7,-5
O=C(c1cccc(S(=O)(=O)N2CCN(c3ccccc3)CC2)c1)N1CCCC(C(F)(F)F)C1 (stereo not given),1.1,0,-11,-11,-7,1,68*,-2,2
COc1ccc(OC)c(NC(=S)N(CCc2c(C)[nH]c3ccc(C)cc23)Cc2cccs2)c1,0.98,17,-11,2,-5,0.83,-0.7,-3,0

# In another format: results already given
# The line under a structure holds: hIAP activ, mIAP inh, ATG4B inhibitor, hIAP inh, beta cell repl, mIAP act, MPTP inh, A3A deaminase, A3G deaminase
CCCCNCCOCCOc1ccccc1-c1ccccc1
  1, -2, 5, -4, -5, 1, 83*, 5, 2
C=CCNC(=S)NNC(=O)c1ccc(=O)n(Cc2ccc(Cl)cc2Cl)c1
  1.5, 10, 0, -55, -2, 0.9, 1.1, -3, -4
COc1ccc(NC(=O)COc2ccc3c(C)cc(=O)oc3c2)cc1S(=O)(=O)N1CCCCC1
  1.1, 0, -2, -7, 1, 1, 0.6, 33, -3
CC(NC(=O)c1ccccc1F)c1nnc(SCC(=O)N2CCN(c3ccccc3)CC2)n1C (stereo not given)
  0.87, -2, -2, 13, -1, 1, 0.1, 0, -9
CC1CCCCC1NC(=O)COC(=O)c1ccc2c(c1Cl)C(=O)c1ccccc1C2=O (stereo not given)
  0.93, 8, -3, 7, -5, 0.92, 2.4, 5, 0
CCN(c1cccc(C)c1)S(=O)(=O)c1cccc(C(=O)O)c1
  1.1, -18, 6, -9, 0, 1.2, 6.8, -7, -5
